Source: PubChem (several laboratories)
MRP reversal: reverses drug resistance mediated by MRP | H69AR cells + 2 uM doxorubicin, CellTiter-Glo, 72 h | differential viability (reversal), % at 10 µM | 85,000 tested, 0.04% active;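 active = viability drop by adding the cancer drug above about 55%, with treated viability meeting a 40% cutoff, limit read from the data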;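 note: viability without doxorubicin minus viability with 2 µM doxorubicin for each compound; larger differential means the compound sensitizes cells more to doxorubicin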
Bcl-B displacement: displacers of TR3 peptide from Bcl-B, primary screen, selectivity assay for Bfl-1 inhibitor project, biochemical, fluorescence polarization; FP displacement of FITC-TR3 peptide from Bcl-B; higher % means a stronger effect; 96,000 tested, 0.11% active; displacement, % at 20 µM; hits with a dose series show IC50 in µM; AID 748;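 active = displacement above 50% at 20 µM plus a fluorescence interference ratio under 1.5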;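 note: plate controls were wells without compound for no effect and wells lacking Bcl-B protein for full effect; a part of the inactive calls stands beside numbers as strong as those of hits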
IL1B NFkB inh: blocks IL-1B driven NFkB nuclear translocation in HUVEC cells | HUVEC IL-1B NFkB p65 nuclear translocation imaging | inhibition, % at 2 µM | 94,000 tested, 0.43% active;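 active = inhibition above about 30% together with a positive call from visual inspection of the well image, limit read from the data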;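 note: nuclear over cytoplasmic p65 intensity ratio measured by imaging; 0% = IL-1B stimulated DMSO wells and 100% = unstimulated DMSO wells; values of inactives mirror those of a sister screen read the other way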
PLAP inhibition: PLAP enzyme inhibitors, biochemical, luminescence, HTS (AID 690) | purified PLAP, luminescent substrate; higher % means a stronger effect | inhibition, % at 20 µM; hits with a dose series show IC50 in µM | 96,000 tested, 0.08% active; in the data active = a potency from the dose series; inactive = the rest, 99 in 100 with inhibition below about 30%; note: strong numbers were not always called active
IL1B NFkB pot: enhances IL-1B driven NFkB nuclear translocation. activation, % at 2 µM. 94,000 tested, 0.3% active. HUVEC IL-1B NFkB p65 nuclear translocation imaging;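 active = activation above 40%, about the mean plus 3 SD, also judged a hit on visual image review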;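 note: percent activation is computed from the nuclear over cytoplasmic p65 intensity ratio; values of inactives mirror those of a sister screen read the other way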
MRP reversal cytotoxicity: second read-out of MRP reversal, no call of its own (marks repeat the call); viability, %; H69AR cells, CellTiter-Glo, 72 h; measured here: cytotoxicity without doxorubicin
MRP reversal with doxorubicin: recorded beside MRP reversal, whose call it bears; viability, %; measured here: viability with 2 uM doxorubicin; active compounds read low
IL1B NFkB inh cell count 2 µM: second read-out of IL1B NFkB inh, no call of its own (marks repeat the call); cell count; measured here: cells passing quality filter;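 raw number of nuclei counted in each imaged well without normalization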
IL1B NFkB pot cell count 2 µM: further read-out of IL1B NFkB pot, marked with its call; cell count; measured here: cells passing quality filter
Starred values were filed as active, the others as inactive; x = not tested or not shown. Some of the compounds tested. The share of hits here may be higher or lower than overall.

SMILES | MRP reversal | MRP reversal cytotoxicity | MRP reversal with doxorubicin | Bcl-B displacement | IL1B NFkB inh | IL1B NFkB inh cell count 2 µM | PLAP inhibition | IL1B NFkB pot | IL1B NFkB pot cell count 2 µM
O=C(CCc1n[nH]c(=O)[nH]c1=O)N1CCOCC1 | 16 | 98 | 81 | -2% | -9 | 171 | -10% | 9 | 171
C=CCN1C(=O)C(Cc2cccc(C)c2)SC1=Nc1ccc(C(=O)O)cc1 (stereo unspecified) | x | x | x | 3% | 4 | 160 | -11% | -4 | 160
O=C(CSCC(=O)N1CCCCC1)Nc1nc(-c2cccs2)cs1 | 0 | 89 | 89 | 12% | 1 | 172 | 1% | -1 | 172
COc1ccc(Cl)cc1N(CC(=O)Nc1ccccc1SC)S(C)(=O)=O | 7 | 86 | 79 | -3% | 0 | 82 | -62% | 0 | 82
CC(C)c1ccc(-c2nc(N3CCCC3)nc3n[nH]c(N)c23)cc1 | -16 | 11 | 27 | -3% | x | x | 12% | x | x
Cc1ccn2cc(C(=O)Nc3ccccc3N3CCOCC3)nc2c1 | -6 | 78 | 84 | -1% | -38 | 208 | 6% | 38 | 208
COc1cccc(-c2nn3c(-c4ccccn4)nnc3s2)c1 | 4 | 77 | 73 | -21% | -10 | 46 | -48% | 10 | 46
CCSCCC(NC1=CC(=O)CC(C)(C)C1)C(=O)O (stereo unspecified) | -9 | 91 | 100 | -1% | -10 | 106 | -5% | 10 | 106
COc1ccc(NC(=O)Cn2cccc2)c(OC)c1 | 11 | 96 | 85 | -7% | 3 | 125 | 2% | -3 | 125
CS(=O)(=O)N(Cc1ccccc1)c1ccc(C(=O)Nc2cccnc2)cc1 | -4 | 81 | 85 | x | -29 | 130 | x | 29 | 130
CCOC(=O)Cn1nnc(-c2ccc(SC)cc2)n1 | -1 | 96 | 97 | -1% | -3 | 170 | 18% | 3 | 170
CCCCCCOC1(c2ccccc2)OC(=O)c2ccccc21 (stereo unspecified) | x | x | x | -5% | 1 | 94 | 21% | -1 | 94
Cc1cccc(Cn2c(NCCO)nc3c2c(=O)n(C)c(=O)n3C)c1 | 3 | 95 | 92 | 3% | -5 | 150 | -23% | 5 | 150
Cn1c(=O)[nH]c(=O)c2c1nc(CN1CCN(Cc3ccccc3)CC1)n2CC(N)=O | -9 | 92 | 101 | 0% | x | x | 8% | x | x
Cc1ccccc1OCC(O)CN (stereo unspecified) | 6 | 95 | 90 | -5% | 11 | 91 | -5% | -11 | 91
CCCOC(=O)Cn1c(=O)c2cc3c(=O)n(CC(=O)OCCC)c(=O)c3cc2c1=O | -10 | 92 | 101 | 11% | x | x | 15% | x | x
CCOC(=O)C1CCCN(C(=O)c2cn(C)c3ccc(S(=O)(=O)N4CCCC4)cc3c2=O)C1 (stereo unspecified) | 13 | 84 | 71 | 5% | x | x | -8% | x | x
COc1cccc(C(=O)Nc2nnc(C3CCCO3)s2)c1 (stereo unspecified) | x | x | x | 1% | -15 | 162 | -13% | 15 | 162
Cc1noc(NS(=O)(=O)c2ccc(NC(=O)c3cnc4n(c3=O)CCS4)cc2)c1C | -4 | 86 | 89 | x | -1 | 129 | x | 1 | 129
CCCC(=O)N(c1ccc(F)cc1)C1C=CS(=O)(=O)C1 (stereo unspecified) | -4 | 79 | 84 | -7% | 3 | 69 | 10% | -3 | 69
O=C(NCCC1=CCCCC1)c1cnsn1 | 13 | 99 | 86 | -2% | -9 | 185 | 7% | 9 | 185
Cn1c(SCC(=O)N2CCCc3ccccc32)nc2ccccc2c1=O | 1 | 63 | 62 | x | 1 | 131 | x | -1 | 131
O=C(NCc1ccc2c(c1)OCO2)C12CN(Cc3ccccc3)CC1C(c1cccc([N+](=O)[O-])c1)=NO2 (stereo unspecified) | x | x | x | 0% | -1 | 173 | -26% | 1 | 173
COc1cccc(-c2csc(N3CCN(C(=O)Nc4ccccc4OC)CC3)n2)c1 | -6 | 101 | 107 | x | -2 | 121 | x | 2 | 121
COc1ccc(CN(C(=O)c2ccc(-c3ccccc3)[nH]2)C(C(=O)NCC2CCCO2)c2ccc(C)o2)cc1 (stereo unspecified) | x | x | x | -14% | 0 | 168 | -20% | 1 | 168

Part of the list above, with values under each structure.
Under each structure – MRP reversal, MRP reversal cytotoxicity, MRP reversal with doxorubicin, Bcl-B displacement, IL1B NFkB inh, IL1B NFkB inh cell count 2 µM, PLAP inhibition, IL1B NFkB pot, IL1B NFkB pot cell count 2 µM
- CS(=O)(=O)N(Cc1ccccc1)c1ccc(C(=O)Nc2cccnc2)cc1
  -4, 81, 85, x, -29, 130, x, 29, 130
- CCOC(=O)Cn1nnc(-c2ccc(SC)cc2)n1
  -1, 96, 97, -1%, -3, 170, 18%, 3, 170
- CCCCCCOC1(c2ccccc2)OC(=O)c2ccccc21 (stereo unspecified)
  x, x, x, -5%, 1, 94, 21%, -1, 94
- Cc1cccc(Cn2c(NCCO)nc3c2c(=O)n(C)c(=O)n3C)c1
  3, 95, 92, 3%, -5, 150, -23%, 5, 150
- Cn1c(=O)[nH]c(=O)c2c1nc(CN1CCN(Cc3ccccc3)CC1)n2CC(N)=O
  -9, 92, 101, 0%, x, x, 8%, x, x

New compounds follow:
SMILES | MRP reversal | MRP reversal cytotoxicity | MRP reversal with doxorubicin | Bcl-B displacement | IL1B NFkB inh | IL1B NFkB inh cell count 2 µM | PLAP inhibition | IL1B NFkB pot | IL1B NFkB pot cell count 2 µM
CC(=O)n1nc(-c2ccccc2)nc1NCc1ccc(F)cc1 | 12 | 90 | 79 | -5% | -16 | 173 | -50% | 16 | 173
COc1ccc2c(c1)C(C)=CC(C)(C)N2C(=O)CN1C(=O)CCC1=O | 7 | 102 | 94 | x | -12 | 132 | x | 12 | 132
Cc1cc(CSc2ccccc2)ccc1NC(=O)COc1ccccc1 | x | x | x | -9% | -21 | 115 | 5% | 21 | 115
CC1CC(C)CN(C(=O)Cn2c(SCC(=O)N3CCc4ccccc4C3)nc3ccccc32)C1 (stereo unspecified) | -7 | 75 | 82 | x | 13 | 102 | x | -13 | 102
COc1ccc(OCC(=O)OCC(=O)Nc2ccc(S(=O)(=O)N3CCCCC3)cc2)cc1 | 13 | 95 | 82 | -25% | -7 | 110 | 5% | 7 | 110
CCC(C)N1CCCCC1C(=O)Nc1c(C)cc(C)cc1C (stereo unspecified) | 12 | 94 | 81 | x | -3 | 181 | x | 3 | 181
c1ccc(-c2noc(CSc3nnc(Cc4cccs4)n3-c3ccccc3)n2)cc1 | 0 | 85 | 85 | x | -22 | 132 | x | 22 | 132
CCCCNC(=O)C1C2C=CC3(CN(Cc4ccc(C)cc4)C(=O)C13)O2 (stereo unspecified) | 15 | 107 | 92 | 2% | 2 | 99 | -24% | -2 | 99
Cc1cc(NC(=O)c2cc3ccccc3oc2=O)no1 | x | x | x | -16% | 8 | 157 | -5% | -8 | 157
CCOC(=O)c1ccc(COC(=O)c2cc(=O)[nH]c3ccccc23)o1 | 5 | 95 | 90 | -6% | -4 | 93 | -11% | 3 | 93
CCCCNC(=O)CCn1nc(-c2ccccc2)ccc1=O | 7 | 97 | 91 | 6% | -53 | 111 | -4% | 53* | 111*
CCCCC(CC)C(=O)NCCc1ccc(S(N)(=O)=O)cc1 (stereo unspecified) | 0 | 99 | 99 | 7% | -7 | 127 | 7% | 7 | 127
NC(=O)C1(N2CCCCC2)CCN(Cc2ccc(F)cc2)CC1 | 6 | 106 | 99 | -8% | -16 | 171 | 8% | 16 | 171
C=CCn1c(COc2ccccc2)nnc1SCC(=O)NCC(=O)OCC | -4 | 92 | 97 | 0% | -6 | 81 | 1% | 6 | 81
COc1ccc(Cl)cc1C(=O)NC(=S)Nc1cc(-c2nc3ccccc3[nH]2)ccc1C | x | x | x | 5% | 6 | 146 | x | -6 | 146
C=CCOC(=O)C1=C(C)Nc2nc3ccccc3n2C1c1ccncc1 (stereo unspecified) | -17 | 48 | 65 | -2% | 13 | 159 | -12% | -13 | 159
Cc1nnc(SCC(=O)NCCc2ccccc2)[nH]c1=O | -5 | 103 | 108 | x | 2 | 124 | x | -2 | 124
CN(C)S(=O)(=O)c1cccc(C(=O)Nc2cc(Cl)ccc2O)c1 | -12 | 76 | 87 | -8% | 2 | 156 | -30% | -2 | 156
O=c1cc(-c2ccccc2)[nH]c2nc3ccccc3n12 | -45 | 14 | 59 | -4% | -13 | 175 | -34% | 13 | 175
NC(=O)CCCc1nc(-c2ccccc2Cl)no1 | 10 | 99 | 88 | 12% | 14 | 156 | -13% | -14 | 156
Cc1cc(NC(=O)Nc2ccccc2)n(-c2ccccc2)n1 | 7 | 93 | 85 | -7% | 0 | 155 | -5% | 0 | 155
Cc1cc(NCCO)nc(-n2nc(C)cc2C)n1 | 5 | 99 | 94 | -19% | 9 | 142 | -13% | -9 | 142
Cc1cc(C)n(S(=O)(=O)c2ccc3ccccc3c2)n1 | -2 | 78 | 80 | 8% | -22 | 54 | -2% | 22 | 54
O=S1(=O)C=C(Sc2nnc(-c3ccccc3)o2)c2ccccc21 | 0 | 0 | 0 | -4% | x | x | -5% | x | x
CCOC(=O)c1cnc2nc(Cc3ccccc3)[nH]n2c1=O | -5 | 112 | 117 | 4% | x | x | -36% | x | x

Further records.
SMILES | MRP reversal | MRP reversal cytotoxicity | MRP reversal with doxorubicin | Bcl-B displacement | IL1B NFkB inh | IL1B NFkB inh cell count 2 µM | PLAP inhibition | IL1B NFkB pot | IL1B NFkB pot cell count 2 µM
CN(Cc1ccccc1)C(=O)CCS(=O)(=O)c1ccc2c(c1)n(C)c(=O)c(=O)n2C | 26 | 98 | 72 | 2% | x | x | 7% | x | x
CCOC(=O)c1c(C)c(C(=O)NCc2ccccc2OC)c(C)n1C | 5 | 83 | 78 | -6% | 18 | 163 | -6% | -18 | 163
O=C(Nc1ccccc1)N1CCc2ccccc2C1 | -12 | 76 | 87 | x | -7 | 164 | x | 7 | 164
NC(=O)C1(N2CCCCC2)CCN(C2CC(=O)N(CCc3ccccc3)C2=O)CC1 (stereo unspecified) | 5 | 100 | 95 | -7% | 5 | 167 | 4% | -5 | 167
CCOC(=O)CCC(NC(=O)c1cncc(O)c1)C(=O)OCC (stereo unspecified) | 8 | 104 | 96 | 2% | 5 | 150 | 13% | -5 | 150
COc1cc2[nH]c(=O)n(CCC(=O)N3CCC(N4CCCCC4)CC3)c(=O)c2cc1OC | x | x | x | 13% | -9 | 197 | -15% | 9 | 197
CC1=C(C(=O)Nc2ccccc2C)C(c2ccc(C)o2)C2=C(CCCC2=O)N1 (stereo unspecified) | 6 | 86 | 80 | -4% | x | x | -30% | x | x
CCc1nnc(NC(=O)NC(C)(C)C)s1 | 6 | 93 | 87 | -6% | -3 | 128 | 8% | 3 | 128
COc1ccc(-c2nnc3n2N=C(C)CS3)cc1OC | 1 | 101 | 100 | 9% | 1 | 169 | 16% | -1 | 169
COc1ccc(CCNC(=O)CN2CCC(n3nnc4cc(F)ccc43)CC2)cc1OC | 16 | 90 | 75 | 2% | x | x | -62% | x | x
Cn1c(=O)c2c(nc(CN3CCN(c4ccccc4)CC3)n2Cc2c(F)cccc2Cl)n(C)c1=O | 60* | 75* | 15* | -8% | 2 | 123 | -44% | -2 | 123
CC(=O)Nc1cccc(/C(C)=N/NC(=O)c2ccccc2Cl)c1 | x | x | x | 1% | -11 | 116 | 18% | 11 | 116
CCn1c(O)c(N=NC2=NC(=O)CS2)c2cc(C)ccc21 | -13 | 85 | 97 | -2% | 4 | 128 | -11% | -4 | 128
Cc1noc(C)c1C(=O)NCc1ccccc1 | 6 | 95 | 89 | 19% | -22 | 145 | 12% | 22 | 145
COc1ccccc1N(CC(N)=O)S(=O)(=O)c1ccc(C)cc1 | 3 | 90 | 87 | -7% | 25 | 124 | 18% | -25 | 124
COc1cccc(C(=O)N2CCN(C3CCC(c4ccccc4)CC3)CC2)c1OC (stereo unspecified) | x | x | x | -13% | 10 | 120 | -46% | -10 | 120
O=C(OCCN1CCCCC1)c1cc2ccccc2o1 | 4 | 98 | 94 | -12% | -7 | 166 | -16% | 7 | 166
COc1cc(CNCCSc2nnnn2C)cc(Br)c1OCc1ccccc1F | x | x | x | -10% | -28 | 191 | -56% | 28 | 191
